Assay outcomes as filed in PubChem BioAssay.
Bcl-XL Bim block: inhibitors of Bim-Bcl-XL binding, primary screen, biochemical, multiplexed, bead flow cytometry, human Bcl-XL; Bcl-2-like protein 1 (Homo sapiens), Q07817; AID 1007, 2008; 190,000 tested, 0.04% active; inhibition, % at 10 µM; Bim peptide-Bcl-XL binding, fluorescence
Target sequence (Q07817 whole entry, looked up): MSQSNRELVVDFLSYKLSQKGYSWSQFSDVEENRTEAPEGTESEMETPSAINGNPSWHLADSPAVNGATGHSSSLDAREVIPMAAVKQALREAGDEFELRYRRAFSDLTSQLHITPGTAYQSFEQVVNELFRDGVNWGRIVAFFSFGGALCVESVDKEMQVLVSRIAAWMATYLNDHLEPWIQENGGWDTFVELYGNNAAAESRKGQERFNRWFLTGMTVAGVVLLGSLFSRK
Bim-Bfl-1: inhibitors of Bim binding to Bfl-1, primary screen, biochemical, multiplexed, bead-based flow cytometry. Bcl-2-related protein A1 (Homo sapiens), Q16548. Bim-Bfl-1 binding inhibition. AID 1008, 2008. inhibition, % at 10 µM. 190,000 tested, 0.12% active;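 also: 0% = wells without compound plus tracer and 100% = blocker peptide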
RGS7-Gao: RGS7-Galphao binding modulators, primary screen, biochemical, multiplexed bead flow cytometry; binding response (% of control), % at 10 µM; Guanine nucleotide-binding protein G(o) subunit alpha (Homo sapiens), P09471; actives lie on both sides; 220,000 tested, 0.35% active; in the data active = binding response below about 49% or above about 150%; inconclusive = no clear call, values can overlap the other calls; inactive = in between;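 also: fluorescent Galphao held in activated GDP-AlF4 state binding bead-coupled RGS7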
Mcl1 Noxa PPI: Mcl-1/Noxa binding inhibitors, primary screen, biochemical, TR-FRET, 1536-well. Induced myeloid leukemia cell differentiation protein Mcl-1 (Homo sapiens), Q07820. TR-FRET Mcl-1/Noxa peptide binding, 2 h. inhibition, % at 21.7 µM. 220,000 tested, 1.5% active. AID 1022, 2008;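 active = compounds that cut the protein-peptide binding signal by more than 50% relative to plate controls in a single-dose test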;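 also: His-tagged Mcl-1 with rhodamine Noxa BH3 peptide and terbium anti-His antibody; 0% = Mcl-1 plus Noxa peptide wells and 100% = peptide-only wells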
Target sequence (Q07820 whole entry, looked up): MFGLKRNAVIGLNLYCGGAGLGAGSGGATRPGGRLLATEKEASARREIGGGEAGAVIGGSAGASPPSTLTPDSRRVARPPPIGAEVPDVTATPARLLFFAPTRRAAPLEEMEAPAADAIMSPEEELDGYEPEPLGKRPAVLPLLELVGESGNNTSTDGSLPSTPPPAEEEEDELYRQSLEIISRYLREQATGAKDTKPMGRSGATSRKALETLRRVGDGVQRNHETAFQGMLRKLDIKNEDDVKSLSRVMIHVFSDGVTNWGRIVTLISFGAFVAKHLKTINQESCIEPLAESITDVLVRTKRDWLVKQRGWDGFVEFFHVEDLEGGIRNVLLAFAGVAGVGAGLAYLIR
RGS4-Gao reg: modulators of RGS4 binding to Galphao, primary screen, biochemical, multiplexed bead flow cytometry. Guanine nucleotide-binding protein G(o) subunit alpha (Homo sapiens), P09471. actives lie on both sides. binding response (% of control), % at 10 µM. 220,000 tested, 0.33% active. AID 1415, 2008; in the data active = binding response below about 49% or above about 150%; inactive = in between;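 also: fluorescent Galphao activated with aluminum fluoride binding bead-coupled RGS4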
RGS8-Gao reg: RGS8-Galphao binding modulators, primary screen, biochemical, multiplexed bead flow cytometry; Guanine nucleotide-binding protein G(o) subunit alpha (Homo sapiens), P09471; actives lie on both sides; response (percent of control binding), % at 10 µM; 220,000 tested, 0.34% active; AID 1423, 2008; in the data active = response below about 60% or above about 140%; inactive = in between;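 also: Galphao activated as the GDP aluminium fluoride complex binding bead-coupled RGS8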
Bcl-W Bim block: inhibitors of Bim binding to Bcl-W, primary screen, biochemical, multiplexed, bead-based flow cytometry; 190,000 tested, 0.02% active; inhibition, % at 10 µM; Bcl-2-like protein 2 (Homo sapiens), Q92843; Bim peptide-Bcl-W binding;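 also: 0% = bound tracer without compound and 100% = peptide blocker; higher means less fluorescent Bim peptide bound to Bcl-W beads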
Target sequence (Q92843 whole entry, looked up): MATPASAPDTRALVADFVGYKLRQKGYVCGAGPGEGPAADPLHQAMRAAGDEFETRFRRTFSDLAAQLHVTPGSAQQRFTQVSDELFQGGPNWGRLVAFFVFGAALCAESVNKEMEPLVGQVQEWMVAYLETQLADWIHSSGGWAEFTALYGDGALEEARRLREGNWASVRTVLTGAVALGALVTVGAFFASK
Bim-Bcl-B: inhibitors of Bim-Bcl-B binding, primary screen, biochemical, multiplexed, human Bcl-2 family; bead-based flow cytometry, Bim peptide-Bcl-B binding; inhibition, % at 10 µM; 190,000 tested, 0.073% active; Bcl-2-like protein 10 (Homo sapiens), Q9HD36;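 also: 0% = tracer peptide without compound and 100% = reference inhibitor peptide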
Target sequence (Q9HD36 whole entry, looked up): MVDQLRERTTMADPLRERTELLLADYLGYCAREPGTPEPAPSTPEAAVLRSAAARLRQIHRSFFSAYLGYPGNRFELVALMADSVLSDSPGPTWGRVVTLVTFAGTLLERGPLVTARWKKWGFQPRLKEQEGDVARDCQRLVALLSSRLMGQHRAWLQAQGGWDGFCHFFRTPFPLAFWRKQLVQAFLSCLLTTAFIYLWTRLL
Bcl-2 Bim block: inhibitors of Bim-Bcl-2 binding, primary screen, biochemical, multiplexed, human Bcl-2 family; Apoptosis regulator Bcl-2 (Homo sapiens), P10415; Bead-based flow cytometry, Bim peptide-Bcl-2 binding; inhibition, % at 10 µM; 190,000 tested, 0.06% active; AID 950, 2007; in the data active = inhibition above about 40%; inconclusive = no clear call, values can overlap the other calls;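 also: 0% = no compound wells with probe peptide and 100% = reference peptide inhibitor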
Mcl1-Bid inh: Mcl-1/Bid binding inhibitors, primary screen, biochemical, TR-FRET, 1536-well; Induced myeloid leukemia cell differentiation protein Mcl-1 (Homo sapiens), Q07820; TR-FRET Mcl-1/Bid-Dy647 peptide binding; inhibition, % at 21.7 µM; 220,000 tested, 0.97% active; AID 1021, 2008;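 active = compounds that cut the binding signal by more than half at the single screening dose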;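 also: His-tagged Mcl-1 with europium anti-His antibody binding Bid BH3 peptide; 0% = Mcl-1 plus peptide wells and 100% = peptide-only wells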
Mcl-1 Bim block: inhibitors of Bim peptide binding to Mcl-1, primary screen, biochemical, bead-based flow cytometry, multiplex; Induced myeloid leukemia cell differentiation protein Mcl-1 (Homo sapiens), Q07820; Bim peptide-Mcl-1 binding; inhibition, % at 10 µM; 190,000 tested, 0.1% active;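 also: 0% = no compound tracer wells and 100% = peptide blocker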
Starred values were filed as active, the others as inactive; ? = inconclusive; / = not tested or not shown; [ ] = another dose, or the depositor's remark. Rule as the data show it, unless noted: active = inhibition above about 40%.

SMILES | Bcl-XL Bim block | Bim-Bfl-1 | RGS7-Gao | Mcl1 Noxa PPI | RGS4-Gao reg | RGS8-Gao reg | Bcl-W Bim block | Bim-Bcl-B | Bcl-2 Bim block | Mcl1-Bid inh | Mcl-1 Bim block
CC1(C)CC(=O)C2=C(C1)N(c1ccc(F)cc1)C(=O)CC2c1ccsc1 (centres undefined) | 0 | -8 | 82 | -12 | 87 | 83 | 0 | -6 | -6 | -16 | 0
CCOC(=O)C1=C(Cc2ccc(Cl)cc2)C(=O)c2ccccc2C1=O | -1 | 16 | 82 | 50 | 97 | 84 | 4 | -5 | 2 | -21 | 0
CCc1nc(NCCO)c(C#N)c2c1CSC(C)(C)C2 | / | / | ? | 16 | 110 | 97 | / | / | / | -55 | /
CCOC(=O)/C(C#N)=N/Nc1ccc(S(=O)(=O)N2CCc3ccccc32)cc1 | -5 | -14 | 102 | 15 | 107 | 102 | -2 | -8 | -5 | -32 | 0
Cn1ncc([N+](=O)[O-])c1C(=O)N/N=C/c1ccc(F)cc1 | -5 | -2 | 98 | -19 | 102 | 102 | -3 | -6 | -4 | -10 | -7
CC(Sc1ccc2ccccc2c1)C(=O)NC(N)=O (centres undefined) | 0 | -1 | ? | 0 | 98 | 100 | 3 | -6 | 1 | -1 | 1
CCOC(=O)c1[nH]c2ccc(OC)cc2c1NC(=S)N1CCN(c2cccc(Cl)c2)CC1 | -7 | -9 | 98 | 16 | 99 | 101 | -9 | -12 | -4 | -34 | -6
CC(C)C(=O)c1cn(CC(=O)NCc2ccco2)c2ccccc12 | -4 | -3 | 106 | -3 | 106 | 99 | -2 | -3 | 0 | -7 | -1
Cc1cc(C)nc(N/N=C/C2=C(O)CC(c3ccccc3)CC2=O)n1 (centres undefined) | / | / | ? | -128 | 100 | 97 | / | / | / | -99 | /
Cc1c(NS(=O)(=O)c2ccc3[nH]c(=O)[nH]c3c2)c(=O)n(-c2ccccc2)n1C | -1 | -1 | 101 | 3 | 98 | 100 | -1 | 0 | 0 | -5 | 0
CCCCNC(=O)N1CCN(C(=O)c2ccco2)CC1 | -4 | -6 | 94 | 7 | 97 | 100 | 0 | 1 | 2 | -26 | 5
O=C(Nc1ncnc2c1ncn2C1OC(COC(=O)c2ccccc2)C(F)C1O)c1ccccc1 (centres undefined) | -8 | -15 | 98 | 4 | 100 | 101 | -1 | -7 | -5 | -7 | 0
CC1S/C(=N/N=C2CCC(C(C)(C)C)CC2)NC1=O (centres undefined) | -8 | -1 | 103 | 16 | 101 | 104 | -3 | -6 | -8 | -4 | -6
CN1CCN(c2ccc(Cl)cc2NC(=O)c2ccc(S(=O)(=O)N3CCCCCC3)cc2)CC1 | 0 | -5 | 103 | 74* | 110 | 106 | 3 | -6 | -3 | -45 | 0
CC(C)C(=O)Nc1cccc(NC(=O)CCN2C(=O)c3ccccc3S2(=O)=O)c1 | -2 | -1 | 104 | -4 | 101 | 101 | 0 | -1 | 0 | -5 | -1
Cc1cc(C(=O)OC(C(=O)Nc2cccc(C(F)(F)F)c2)c2ccccc2)c(C)o1 (centres undefined) | -8 | -5 | 94 | -7 | 101 | 99 | -6 | -10 | -8 | -4 | 16
Cc1ccc(N(CC(=O)NC2CC3CCC2C3)S(C)(=O)=O)cc1C (centres undefined) | -2 | -10 | 100 | -19 | 100 | 99 | 0 | -5 | -3 | -22 | 3
Cc1cccc(NC(=O)/C=C/c2ccc(Cl)cc2)n1 | -10 | -5 | 100 | -1 | 102 | 103 | -6 | -7 | -3 | -8 | -8
COC(=O)c1cccc(NC(=O)C23CC4CC(C2)CC(n2cncn2)(C4)C3)c1 | -8 | -2 | 102 | 6 | 100 | 102 | -7 | -9 | -5 | -10 | -4
CN(C)/C=C1\C=C2C(=O)c3ccccc3N2C1=O | / | / | ? | -199 | 242*[activator] | 137 | / | / | / | -48 | /

By substructure, those above with a cyano group (2)
SMILES | Bcl-XL Bim block | Bim-Bfl-1 | RGS7-Gao | Mcl1 Noxa PPI | RGS4-Gao reg | RGS8-Gao reg | Bcl-W Bim block | Bim-Bcl-B | Bcl-2 Bim block | Mcl1-Bid inh | Mcl-1 Bim block
CCc1nc(NCCO)c(C#N)c2c1CSC(C)(C)C2 | / | / | ? | 16 | 110 | 97 | / | / | / | -55 | /
CCOC(=O)/C(C#N)=N/Nc1ccc(S(=O)(=O)N2CCc3ccccc32)cc1 | -5 | -14 | 102 | 15 | 107 | 102 | -2 | -8 | -5 | -32 | 0

Other records follow.
SMILES | Bcl-XL Bim block | Bim-Bfl-1 | RGS7-Gao | Mcl1 Noxa PPI | RGS4-Gao reg | RGS8-Gao reg | Bcl-W Bim block | Bim-Bcl-B | Bcl-2 Bim block | Mcl1-Bid inh | Mcl-1 Bim block
COc1ccc2c(c1)C1NC(=S)NC(C)(O2)C1C(=O)Nc1ccccc1C (centres undefined) | 9 | 11 | 101 | 17 | 100 | 98 | 12 | -21 | 2 | -59 | 4
CCn1c(SCC(=O)N2c3ccccc3CCc3ccccc32)nnc1-c1ccc(OC)cc1 | -7 | -17 | 104 | 4 | 100 | 100 | -7 | -9 | -16 | -31 | -5
C=CCSc1nc(NC)c2sccc2n1 | 0 | -3 | 96 | 0 | 97 | 98 | -1 | -1 | -6 | 9 | -1
CC(NC(=O)c1ccco1)C(=O)OC(C)C(=O)NCc1ccccc1 (centres undefined) | 0 | -4 | ? | 4 | 102 | 98 | 1 | -2 | -2 | -15 | 0
CCOC(=O)C1C(=O)CC(C)(O)C(C(=O)OCC)C1c1ccc(C)s1 (centres undefined) | -5 | -8 | 101 | 14 | 100 | 109 | 0 | -2 | -9 | -31 | -2
CN(C)S(=O)(=O)c1ccc(NC(=O)C2CC3C=CC2C3)cc1 (centres undefined) | 2 | 4 | 96 | 3 | 97 | 93 | 1 | 2 | 4 | -7 | 1
Cc1ccccc1-c1nsc(SCC(=O)NCc2ccc3c(c2)OCO3)n1 | -13 | -5 | 108 | -9 | 99 | 102 | -8 | -21 | -7 | 49 | -6
Cc1nc2c(C#N)c[nH]n2c(=O)c1Cc1ccccc1 | -2 | -4 | 94 | 19 | 89 | 101 | 0 | 0 | 2 | -40 | -2
C=CCNC(=O)c1ccccc1NC(=O)COc1ccc(OC)cc1 | -2 | -6 | 94 | 3 | 99 | 99 | -1 | 0 | -3 | -19 | 0
Cn1c(SCC(=O)Nc2ccccc2)nc2c([nH]c3ccccc32)c1=O | -2 | -4 | 100 | 9 | 101 | 102 | 0 | -2 | -1 | -9 | 1
Cc1ccc2c(CSc3nnc(C4CC4)n3N)cc(=O)oc2c1C | -2 | -1 | 102 | 5 | 101 | 99 | -2 | -1 | -3 | 10 | -5
Cc1ncc([N+](=O)[O-])n1CC(=O)NCc1ccccc1 | 0 | -5 | 101 | 7 | 103 | 99 | -7 | -6 | -1 | 2 | -4
Cc1ccc(C)c(NC(=O)C(OC(=O)c2ccc(C)s2)c2ccccc2)c1 (centres undefined) | -9 | -10 | 101 | 10 | 101 | 104 | -5 | -8 | -7 | 4 | -4
C=CCn1c(SCCC#N)nnc1-c1ccncc1 | -11 | -16 | 95 | 8 | 95 | 96 | -5 | -6 | -6 | -18 | -6
CN(C)S(=O)(=O)c1cccc(NC(=O)COC(=O)c2cccc(S(=O)(=O)N3CCc4ccccc4C3)c2)c1 | -4 | -2 | 83 | 4 | 82 | 99 | -3 | -3 | -3 | 5 | -5
Cc1ccc(-c2cc(C(=O)N/N=C/C=C/c3ccco3)c3ccccc3n2)cc1C | 3 | 0 | 100 | 20 | 95 | 98 | 9 | 0 | 0 | -45 | 7
Cc1cc(=O)[nH]c(CN2CCOCC2)n1 | 0 | -3 | 101 | 1 | 102 | 100 | -3 | -5 | 0 | -19 | 0
CCOC(=O)c1cnc(-c2ccccc2)nc1Oc1ccccc1 | -1 | -7 | 97 | 2 | 97 | 100 | -1 | -4 | -6 | 15 | -3
CCCOc1ccc(C2/C(=C(/O)c3ccc(F)cc3)C(=O)C(=O)N2CCCN(C)C)cc1 (centres undefined) | 0 | -8 | 100 | 10 | 97 | 96 | 8 | 0 | -1 | -49 | 2
CSc1ccccc1NC(=O)COc1ccccc1C | -7 | -6 | ? | 10 | 102 | 102 | 0 | -7 | -3 | -17 | -3
N#Cc1c(N)nc(SCc2ccccn2)c(C#N)c1-c1cccs1 | -2 | -9 | 94 | -52 | 94 | 98 | 2 | -7 | -4 | -15 | 2
O=C(Cc1cccs1)N1CCCC(c2nc3c(nnn3Cc3cccc(Cl)c3)c(=O)[nH]2)C1 (centres undefined) | -4 | -2 | 99 | 0 | 98 | 96 | -1 | -2 | 0 | 11 | 0
CCN(Cc1ccccc1)C(=O)C1CCN(C/C(C)=C/c2ccccc2)CC1 | -7 | -1 | 103 | 11 | 106 | 104 | -4 | 13 | -5 | 3 | -4
CC(C)=CCc1c(O)c(CC=C(C)C)c2occ(-c3ccc(O)cc3)c(=O)c2c1O | / | / | ? | 15 | 97 | 98 | / | / | / | -66 | /
CN(C)S(=O)(=O)c1ccc(Cl)c(NC(=O)COc2ccccc2[N+](=O)[O-])c1 | -9 | -2 | 96 | 12 | 97 | 90 | -5 | -9 | -7 | -18 | -6
CC(C)CNC(=O)c1ccc(Cl)c(N)c1 | -8 | 0 | 105 | -43 | 99 | 102 | 0 | -4 | 0 | -18 | -1
COc1ccc(N2CCN(S(=O)(=O)c3cnc[nH]3)CC2)cc1 | / | / | ? | -4 | 95 | 99 | / | / | / | -38 | /
Cc1ccc(S(=O)(=O)N2CCC(C(=O)N/N=C/c3ccncc3)CC2)cc1 | -3 | -2 | 103 | 0 | 102 | 102 | -1 | 0 | -2 | -9 | 0
O=C(c1cc2ccccc2o1)N1CCN=C1SCc1cccnc1 | 0 | 0 | 102 | 4 | 105 | 104 | -3 | 0 | -3 | -30 | -1
CCCNC(=O)Cn1cnc2sc(C(=O)N3CCN(Cc4ccc5c(c4)OCO5)CC3)c(C)c2c1=O | 0 | -5 | 96 | 1 | 98 | 100 | 0 | -6 | 0 | -16 | -1
CC(C)C[C@H](NC(=O)c1nc[nH]c1C(=O)N1CCc2ccccc2C1)C(=O)OCc1ccccc1 | / | / | ? | -118 | 99 | 99 | / | / | / | -67 | /
CCCCOCCCNC(=O)N[C@H](C(=O)OC)C(C)C | 15 | -11 | 100 | -21 | 104 | 104 | -2 | -9 | -9 | -19 | -2
O=C1c2ccccc2C(=O)C1C1=Nc2ccccc2NC(c2ccccc2)C1 (centres undefined) | -3 | -3 | 102 | -8 | 102 | 95 | -1 | -8 | -4 | -13 | -1
